NCI-60 one-dose screen, 48 h, at 10 µM unless noted. Numbers give growth in % (100 = growth as untreated, 0 = no growth, -100 = all killed).
PC-3: PC-3 prostate cancer cells; 3.9% of 80,000 active; AID 1794754
SW-620: SW-620 colon cancer; 5.2% of 82,000 active; AID 1794795
DU-145: DU-145 prostate cancer; 4.2% of 81,000 active; AID 1794760
OVCAR-4: OVCAR-4 ovarian cancer cells. 3.7% of 80,000 active. AID 1794784
HCC-2998: HCC-2998 colon cancer. AID 1794799. 4.7% of 79,000 active
OVCAR-8: OVCAR-8 ovarian cancer; AID 1794782; 4.4% of 81,000 active
OVCAR-5: OVCAR-5 ovarian cancer. 2.9% of 82,000 active. AID 1794783
OVCAR-3: OVCAR-3 ovarian cancer; 7% of 79,000 active; AID 1794787
KM12: KM12 colon cancer cells; AID 1794800; 5% of 82,000 active
Active calls of the source: *; . = not tested or not shown; & = joins results of further samples. Rule for the calls: active = growth percent below 10; inactive = the rest. This is a random part of the collection (roughly 10% active in at least one column).

The first 15 records as a preview:
Structure | PC-3 | SW-620 | DU-145 | OVCAR-4 | HCC-2998 | OVCAR-8 | OVCAR-5 | OVCAR-3 | KM12
O=C(c1cccc2ccccc12)N1CCCCC1 | 94 | 101 | 113 | 107 | 89 | 99 | 94 | 112 | 108
CN1/C(=C/C=N/NC(=O)c2ccc(=O)n(C)c2)C(C)(C)c2ccccc21 | 92 | 100 | 108 | 101 | 96 | 103 | 77 | 115 | 108
CCOC(=O)C1=C(C)N(c2ccc(C#N)cc2)C2(O)C=CC(O)=C(C#N)C12C#N (stereo not drawn) | 93 | 108 | 124 | 103 | 108 | 104 | 93 | 103 | 104
COc1ccccc1C(=O)NNC(=O)CSc1nc2ccccc2c(=O)[nH]1 | 108 | 97 | 103 | 84 | 106 | 89 | 114 | 101 | 98
CCCCCCC1OCCN1CC (stereo not drawn) | 99 | 99 | 122 | 99 | 96 | 113 | 95 | 113 | 115
CC(C)[C@H]1CC[C@@](C)(C(=O)OCc2ccc3c(c2)OCO3)C1 | 97 | 103 | 107 | 110 | 113 | 111 | 96 | 109 | 109
O=c1n(C2OC(CO)C(O)C2O)ccc2nccn12 (stereo not drawn) | 104 | 94 | 107 | 117 | 110 | 92 | 115 | 107 | 103
O=C(/C=C/c1ccccc1)CC(=O)c1ccccc1 | 95 | 99 | 113 | 97 | 95 | 93 | 104 | 119 | 105
O=C1SC2=Nc3c(sc4ccc(Cl)cc34)C(c3ccc4ccccc4c3)N2C1=O (stereo not drawn) | 84 | 95 | 102 | 76 | 128 | 95 | 101 | 91 | 92
O=C1c2cccc(Oc3ccccc3)c2C(=O)c2cccc(Oc3ccccc3)c21 | 86 | 98 | 101 | 74 | 105 | 99 | 90 | 99 | 99
COc1ccc(-c2nc(SCc3nc4ccccc4[nH]3)nc(N3CCOCC3)c2C#N)cc1 | 55 | 96 | 79 | 65 | 87 | 84 | 77 | 74 | 73
COc1cc(Cn2cc(C(=O)Nc3cccnc3Nc3ccccc3)nn2)cc(OC)c1OC | 95 | 108 | 102 | 100 | 100 | 95 | 97 | 107 | 98
Cc1ccc(C2=NN3C(C2)c2ccccc2OC3c2ccc(/C=C3\SC(=O)NC3=O)cc2)cc1 (stereo not drawn) | 92 | 104 | 112 | 106 | 104 | 103 | 110 | 105 | 102
CC(=O)Oc1ccccc1C(=O)N(Cc1ccc2c(Cl)cc(Cl)c(O)c2n1)c1ccccc1 | 34 | 29 | 50 | 36 | 60 | 35 | 77 | 41 | 40
COC(=O)[C@]1(C)CCC[C@]2(C)[C@H]3C[C@@H]4[C@H]5[C@@H]6CC/C(=N\OCC/C(N)=N/O)[C@H]5[C@@]3(CC[C@H]21)CC4(C(C)C)O6 | 47 | 64 | 71 | 52 | 90 | 73 | 93 | 53 | 76

The list itself, previewed entries included:
Structure | PC-3 | SW-620 | DU-145 | OVCAR-4 | HCC-2998 | OVCAR-8 | OVCAR-5 | OVCAR-3 | KM12
O=C(c1cccc2ccccc12)N1CCCCC1 | 94 | 101 | 113 | 107 | 89 | 99 | 94 | 112 | 108
CN1/C(=C/C=N/NC(=O)c2ccc(=O)n(C)c2)C(C)(C)c2ccccc21 | 92 | 100 | 108 | 101 | 96 | 103 | 77 | 115 | 108
CCOC(=O)C1=C(C)N(c2ccc(C#N)cc2)C2(O)C=CC(O)=C(C#N)C12C#N (stereo not drawn) | 93 | 108 | 124 | 103 | 108 | 104 | 93 | 103 | 104
COc1ccccc1C(=O)NNC(=O)CSc1nc2ccccc2c(=O)[nH]1 | 108 | 97 | 103 | 84 | 106 | 89 | 114 | 101 | 98
CCCCCCC1OCCN1CC (stereo not drawn) | 99 | 99 | 122 | 99 | 96 | 113 | 95 | 113 | 115
CC(C)[C@H]1CC[C@@](C)(C(=O)OCc2ccc3c(c2)OCO3)C1 | 97 | 103 | 107 | 110 | 113 | 111 | 96 | 109 | 109
O=c1n(C2OC(CO)C(O)C2O)ccc2nccn12 (stereo not drawn) | 104 | 94 | 107 | 117 | 110 | 92 | 115 | 107 | 103
O=C(/C=C/c1ccccc1)CC(=O)c1ccccc1 | 95 | 99 | 113 | 97 | 95 | 93 | 104 | 119 | 105
O=C1SC2=Nc3c(sc4ccc(Cl)cc34)C(c3ccc4ccccc4c3)N2C1=O (stereo not drawn) | 84 | 95 | 102 | 76 | 128 | 95 | 101 | 91 | 92
O=C1c2cccc(Oc3ccccc3)c2C(=O)c2cccc(Oc3ccccc3)c21 | 86 | 98 | 101 | 74 | 105 | 99 | 90 | 99 | 99
COc1ccc(-c2nc(SCc3nc4ccccc4[nH]3)nc(N3CCOCC3)c2C#N)cc1 | 55 | 96 | 79 | 65 | 87 | 84 | 77 | 74 | 73
COc1cc(Cn2cc(C(=O)Nc3cccnc3Nc3ccccc3)nn2)cc(OC)c1OC | 95 | 108 | 102 | 100 | 100 | 95 | 97 | 107 | 98
Cc1ccc(C2=NN3C(C2)c2ccccc2OC3c2ccc(/C=C3\SC(=O)NC3=O)cc2)cc1 (stereo not drawn) | 92 | 104 | 112 | 106 | 104 | 103 | 110 | 105 | 102
CC(=O)Oc1ccccc1C(=O)N(Cc1ccc2c(Cl)cc(Cl)c(O)c2n1)c1ccccc1 | 34 | 29 | 50 | 36 | 60 | 35 | 77 | 41 | 40
COC(=O)[C@]1(C)CCC[C@]2(C)[C@H]3C[C@@H]4[C@H]5[C@@H]6CC/C(=N\OCC/C(N)=N/O)[C@H]5[C@@]3(CC[C@H]21)CC4(C(C)C)O6 | 47 | 64 | 71 | 52 | 90 | 73 | 93 | 53 | 76
COc1ccc(Cn2cc(CNC(=O)c3cccnc3Nc3ccc(OC)cc3OC)nn2)cc1 | 90 | 103 | 107 | 108 | . | 108 | 122 | 105 | 101
Brc1ccc2c(-c3cncn3CCc3ccccc3)c[nH]c2c1 | 78 | 91 | 99 | 61 | 104 | 84 | 87 | 91 | 94
Cc1ccc2nc(-c3ccc(C(=O)N/N=C/c4ccc(O)cc4)cc3)[nH]c2c1 | 106 | 101 | 104 | 88 | 91 | 99 | 97 | 108 | 98
O=C1NC(=O)/C(=C/c2ccc(C3Oc4ccccc4C4CC(c5ccc(Cl)cc5)=NN43)cc2)S1 (stereo not drawn) | . | 98 | 106 | 93 | 100 | 97 | 106 | 98 | 90
CCCCCC(=O)C(C)C1(C(=O)OC)NC(=S)NC(=O)C1C#N (stereo not drawn) | 107 | 103 | 105 | 103 | 111 | 102 | 112 | 112 | 103
O=C1NCCCN1C1OC(CO)C(O)C1O (stereo not drawn) | 103 | 98 | 112 | 124 | 99 | 101 | 110 | 112 | 100
N/C(=N\c1nc(-c2cccc([N+](=O)[O-])c2)cs1)NC(=O)Nc1ccc(Br)cc1 | 40 | 79 | 82 | 70 | 98 | 69 | 84 | 61 | 64
CC(OC(=O)Nc1ccccc1)C(=O)OC1CCCCC1 (stereo not drawn) | 101&97 | 102&112 | 124&115 | 105 | 101&104 | 100&98 | 99&105 | 122&123 | 109&115
CCCCc1nc2c(N)nc3ccccc3c2n1Cc1ccc(CN)cc1 | 86 | 99 | 111 | 88 | 97 | 95 | 101 | 99 | 96
Cc1cc(Cl)ccc1NC(=O)N1c2ccccc2SC12CCCC2 | 82 | 101 | 114 | 90 | 108 | 100 | 110 | 101 | 98
Cc1ccc(-c2cc(-c3ccccc3)n(-c3ccccc3)n2)cc1 | 100 | 100 | . | 85 | 99 | 105 | 96 | 103 | 106
N#CC1=C(N)CCNC1 | 98 | 102 | 108 | 106 | 95 | 103 | 111 | . | 102
O=c1c(-c2ccccc2)c(O)n(-c2ccccc2)c(=S)n1-c1ccccc1 | 110 | 102 | 116 | 120 | 109 | 98 | 100 | 122 | 111
O=C(O)CCC(=O)c1ccc2ccccc2c1 | 87 | 109 | 116 | 107 | . | 111 | 100 | 111 | 109
Nc1c(N[C@H]2C=C[C@@H](CO)C2)c(=O)c1=O | 103 | 105 | . | 111 | 107 | 93 | 106 | . | 122
CS(=O)(=O)Nc1ccc(CNC(=O)c2sccc2Nc2ccnc(C(F)(F)F)c2)cc1 | 90 | 105 | 106 | 102 | 123 | 99 | 99 | 103 | 94
CCCCc1nc(Cl)c(C2CC(c3ccc(Cl)cc3)=NN2C=O)[nH]1 (stereo not drawn) | 90 | 101 | 86 | 86 | 91 | 99 | 105 | 90 | 88
COc1ccc(-n2c(SCC(=O)NC(=O)Nc3ccccc3)nc3c(Br)cc(Br)cc3c2=O)cc1 | 76 | 97 | 103 | 83 | 102 | 95 | 107 | 116 | 102
CCOC(=O)c1sc2ncccc2c1-n1nnc(C#N)c1N | 94 | 111 | 127 | 100 | 109 | 104 | 104 | 123 | 114
CC(=O)OC1C(OC(C)=O)C2C(C)CC3OC(=O)C(C)C3CC2(C)C1OC(C)=O (stereo not drawn) | 108 | 110 | 112 | 105 | 112 | 118 | 98 | 109 | 105
CC1OC(n2cnc3c(=S)nc[nH]c32)C(O)C1O (stereo not drawn) | 94 | 106 | 128 | 107 | 102 | 102 | 94 | 118 | 111
CC(=O)Nc1cc2c3ccccc3n(C)c2cc1[N+](=O)[O-] | 93 | 106 | 101 | 98 | 110 | 105 | 111 | 140 | 104
O=c1cc(-c2ccccc2)oc2cc(OCc3cn(Cc4ccc([N+](=O)[O-])cc4)nn3)cc(OCc3cn(Cc4ccc([N+](=O)[O-])cc4)nn3)c12 | 108 | 95 | 101 | 100 | 101 | 91 | 94 | 105 | 101
Cc1nc(-c2ccccc2)ccc1-c1nnc(SCC(=O)O)o1 | 96 | 104 | 109 | 98 | 108 | 107 | 107 | . | 113
COC(=O)[C@]1(C)CCC[C@]2(C)[C@H]3C[C@H]4C(C(C)C)=C[C@]3(CC[C@H]21)[C@@H]1C(=O)N(N2CSCCSC2)C(=O)[C@@H]14 | 67 | 88 | 93 | 40 | 100 | 60 | 88 | 89 | 69

Another view of some results above.
Cc1ccc(-c2cc(-c3ccccc3)n(-c3ccccc3)n2)cc1
  PC-3: 100 | SW-620: 100 | DU-145: . | OVCAR-4: 85 | HCC-2998: 99 | OVCAR-8: 105 | OVCAR-5: 96 | OVCAR-3: 103 | KM12: 106
N#CC1=C(N)CCNC1
  PC-3: 98 | SW-620: 102 | DU-145: 108 | OVCAR-4: 106 | HCC-2998: 95 | OVCAR-8: 103 | OVCAR-5: 111 | OVCAR-3: . | KM12: 102

More entries:
Structure | PC-3 | SW-620 | DU-145 | OVCAR-4 | HCC-2998 | OVCAR-8 | OVCAR-5 | OVCAR-3 | KM12
Cc1c(N(C)C)c(=O)n(-c2ccccc2)n1C | 110&96 | 107&98 | 114&109 | 106&123 | 108&102 | 95&105 | 95 | 124&110 | 108&96
COC(=O)c1cccc2c(C(=O)O)cc(-c3ccccc3)nc12 | 97 | 104 | 116 | 106 | . | 101 | 112 | 100 | 97
O=[N+]([O-])c1cnc2ccccc2c1NCc1ccc(O)cc1 | 88 | 103 | 103 | 94 | 103 | 99 | 99 | . | 85
CC(C)C1C(C(=O)c2ccccc2O)=CNc2cc(-c3ccccc3)nn21 (stereo not drawn) | 57 | 104 | 102 | 73 | 95 | 91 | 114 | 83 | 84
CCc1c(C)c2cc3c(c(C)c2oc1=O)OCC(c1ccc(Br)cc1)=N3 | 81 | 107 | 100 | 116 | 102 | 83 | 105 | 106 | 100
Cn1nc(-c2ccccc2)c(C(=O)c2ccccc2)c1Nc1ccccc1 | 84 | 101 | 110 | 93 | 117 | 96 | 90 | 104 | 103
Fc1ccc(-c2cc3nc(C(Cl)Cl)nc(-c4ccc(Cl)cc4)n3n2)cc1 | 23 | -13* | -23* | -9.9* | -60* | 19 | -4.9* | -32* | -17*
COC(=O)C1=NN(c2ccccc2)C2N1c1ccccc1N1C(C(=O)OC)=NN(c3ccccc3)C21C (stereo not drawn) | 86 | 90 | 115 | 101 | . | 115 | 105 | 78 | 99
O=C(OCc1ncc(-c2ccc(C(F)(F)F)cc2)c(NC2CCCCCC2)n1)c1c(F)c(F)c(F)c(F)c1F | 29 | 65 | 77 | 49 | 84 | 44 | 88 | 30 | 46
Cc1sc2nc(NCCc3cccs3)[nH]c(=O)c2c1C | 72 | 96 | 95 | 96 | 101 | 87 | 98 | 106 | 93
O=C1c2c(c(=O)[nH]c3ccccc23)C2CCCN1C2 (stereo not drawn) | 98 | 102 | 103 | 109 | 119 | 118 | 125 | 108 | 106
CC1CCCN(CCCCCOc2ccc3oc4ccccc4c(=O)c3c2)C1 (stereo not drawn) | 74 | 70 | 85 | 83 | 85 | 78 | 79 | 78 | 64
C[C@@H]1[C@H]2[C@H](C=C3[C@@H]4CC[C@H]5Cc6nc7c(nc6C[C@]5(C)[C@H]4C[C@@H](O)[C@@]32C)C[C@@H]2CC[C@H]3C4=C[C@@H]5O[C@@]6(CC[C@](C)(CO)O6)[C@@H](C)[C@@]5(O)[C@@]4(C)[C@H](O)C[C@@H]3[C@@]2(C)C7)O[C@]12CCC(C)(C)O2 | -32* | 8.0* | 45 | 55 | 67 | 51 | 8.4* | 50 | 29
CC(=O)c1ccccc1C(C)c1ccc(Br)c2ccccc12 (stereo not drawn) | 84 | 87 | 100 | 79 | 107 | 94 | 99 | 103 | 83
COc1ccccc1C1OCC(C)([N+](=O)[O-])CO1 (stereo not drawn) | 98 | 107 | 116 | 109 | . | 108 | 103 | 112 | 110

Source: PubChem BioAssay
